Screens deposited in PubChem BioAssay by several laboratories.
MsrA inh: bovine MsrA inhibition; purified bovine MsrA, absorbance read-out; inhibition, % at 15.5 µM; 360,000 compounds, 0.75% hits; AID 651718; in the data active = inhibition above about 4.5%;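 note: 0% = vehicle wells with enzyme and 100% = reference inhibitor wells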
DNMT1 inh: blocks human DNA methyltransferase DNMT1; P26358; DNMT1 molecular beacon, Hinp1I cleavage, fluorescence; inhibition (reported as % activation of signal), % at 10 µM; 360,000 compounds, 0.83% hits; AID 588458; in the data active = inhibition above about 50%
Tb MetRS inh: blocks T. brucei methionyl-tRNA synthetase activity; purified T. brucei MetRS, ATP depletion, Kinase-Glo luminescence; inhibition, % at 11.9 µM; 360,000 compounds, 0.4% hits; AID 624268;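 active = inhibition above a per-plate cutoff of the control wells' mean inhibition plus 3 SD, cut at about 5.5% in these data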;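 note: 0% = DMSO wells median and 100% = median of wells with control inhibitor compound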
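Measured by: Kinase-Glo luciferase luminescence reporting remaining unconsumed ATP. Material: purified T. brucei MetRS enzyme. Doses: 11.9 µM compound single dose, 0.9% DMSO. Medium: HEPES buffer containing pyrophosphatase, BSA, spermine, DTT. Times: 15 min preincubation, 2 h reaction, all 25 °C. Reagent: methionine, ATP and bulk E. coli tRNA.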
STEP inh: blocks human striatal-enriched tyrosine phosphatase; P54829; inhibition, % at 20 µM; AID 588621; 360,000 compounds, 0.25% hits; recombinant STEP, OMFP fluorogenic substrate, fluorescence;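 active = inhibition at 20 µM, scaled per plate between control wells, above about 37%, limit read from the data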;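 note: 0% = DMSO with enzyme and substrate and 100% = substrate only without enzyme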
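Assay system: isolated STEP enzyme. Buffer or medium: pH 6.0 Bis-Tris with DTT and Tween 20. Also added: fluorogenic phosphatase substrate OMFP at 25 µM final. Dosing: 20 µM, 1% DMSO. Timing: 20 min reaction, room temperature, in the dark. Measured by: fluorescence intensity, excitation 480 nm, emission 540 nm. Evaluation: normalized % inhibition.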
CSN deneddyl inh: blocks human CSN-mediated cullin deneddylation | Q92905 | Purified CSN, SCF-Nedd8-OG deneddylation, fluorescence polarization | inhibition, % at 12.5 µM | 360,000 compounds, 0.38% hits;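 active = pattern-corrected inhibition above about 35%, with an unprinted fluorescence ratio check between 0.5 and 1.5, limit read from the data, passing the limit was not always enough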;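 note: 0% = enzyme with substrate and 100% = substrate without enzyme; some results filed as inactive read as strong as hits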
Target sequence (Q92905 whole entry, looked up, one chain of several): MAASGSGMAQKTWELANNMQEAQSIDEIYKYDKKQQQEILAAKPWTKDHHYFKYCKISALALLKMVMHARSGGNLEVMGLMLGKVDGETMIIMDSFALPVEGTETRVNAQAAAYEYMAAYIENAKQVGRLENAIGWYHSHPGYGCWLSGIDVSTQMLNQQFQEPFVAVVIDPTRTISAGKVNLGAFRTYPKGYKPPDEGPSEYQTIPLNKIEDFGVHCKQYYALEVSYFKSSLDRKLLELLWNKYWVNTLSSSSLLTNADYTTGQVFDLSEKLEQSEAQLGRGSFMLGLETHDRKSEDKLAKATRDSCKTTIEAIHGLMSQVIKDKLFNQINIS
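Assay system: purified human Csn5 enzyme expressed in HEK293T cells; Input: 0.24 nM Csn5 enzyme, final concentration; Reagent: 10 nM SCFSkp2-Nedd8OG; Compound dosing: 12.5 µM single point; Times: reaction 90 min, room temperature; Technique: fluorescence polarization readout.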
LMPTP inh: LMPTP (human) inhibition; recombinant LMPTP-A, OMFP fluorogenic substrate, fluorescence intensity; P24666; 360,000 compounds, 0.22% hits; inhibition, % at 20 µM;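 active = compounds that cut the enzyme signal by at least half of the control window in the single-dose screen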;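 note: plate controls were DMSO wells with enzyme plus substrate for no effect and substrate without enzyme for full effect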
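Test system – LMPTP-A phosphatase enzyme · Quantity – 0.625 nM LMPTP-A final · Reagent – OMFP substrate, 400 µM final · Dosing – one test concentration per compound, 20 µM, with 3% DMSO overall · Timing – 50 min enzyme reaction at room temperature, protected from light · Detection – fluorescence intensity · Controls – substrate-only low control, DMSO enzyme-plus-substrate high control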
NadD block: blocks S. aureus nicotinate mononucleotide adenylyltransferase | purified NadD enzyme, colorimetric absorbance read-out | inhibition, % at 20 µM | 360,000 compounds, 0.78% hits | AID 602399; in the data active = inhibition above about 26%; note: some compounds past the cut are filed as inactive
SUMO1 PPI mod: modulators of human SUMO1-mediated protein-protein interactions; P63165; 360,000 compounds, 0.33% hits; SUMO1 binding to a labelled peptide, TR-FRET, 1 h; AID 602429; inhibition, % at 20 µM; in the data active = inhibition above about 37%
Target sequence (P63165 whole entry, looked up): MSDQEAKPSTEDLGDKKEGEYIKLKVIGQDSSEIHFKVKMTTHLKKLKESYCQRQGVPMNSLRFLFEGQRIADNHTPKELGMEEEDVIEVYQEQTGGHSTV
Rpn11 inh: Rpn11 (human) deubiquitinase inhibition; O00487; human 26S proteasome, Ub4-pepOG fluorescence polarization; 20S core pre-blocked with epoxomicin; calls only at 20 µM; 360,000 compounds, 0.59% hits; AID 588493;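 active = inhibition at 20 µM, scaled to each plate's controls, above about 33%, limit read from the data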
Target sequence (O00487 whole entry, looked up): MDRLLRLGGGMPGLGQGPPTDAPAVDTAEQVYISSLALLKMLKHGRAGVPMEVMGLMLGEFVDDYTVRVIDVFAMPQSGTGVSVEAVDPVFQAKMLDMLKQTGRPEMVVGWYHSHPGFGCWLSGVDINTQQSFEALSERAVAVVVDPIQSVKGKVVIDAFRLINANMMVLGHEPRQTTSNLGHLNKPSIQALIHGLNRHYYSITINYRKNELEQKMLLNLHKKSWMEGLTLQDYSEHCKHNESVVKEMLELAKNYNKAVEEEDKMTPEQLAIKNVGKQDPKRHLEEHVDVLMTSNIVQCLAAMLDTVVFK
Scp-1 inhibitor: blocks human Scp-1 phosphatase activity | inhibition, % at 20 µM | Recombinant Scp1, phosphopeptide, malachite green phosphate absorbance | AID 493091 | Q9GZU7 | 340,000 compounds, 0.88% hits;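 active = inhibition above about 50% at 20 µM, limit read from the data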;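 note: plate controls were DMSO wells with enzyme for no effect and wells lacking enzyme for full effect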
Target sequence (Q9GZU7 76-261 limits assumed): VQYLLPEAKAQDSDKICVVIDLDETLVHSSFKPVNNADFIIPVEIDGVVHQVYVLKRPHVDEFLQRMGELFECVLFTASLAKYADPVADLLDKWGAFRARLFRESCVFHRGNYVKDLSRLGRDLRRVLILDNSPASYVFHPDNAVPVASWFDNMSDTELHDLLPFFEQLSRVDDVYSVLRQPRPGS
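System: SCP-1 catalytic domain; Reagent: Phospho 17-mer peptide substrate; Doses: one concentration, 20 µM, with 1.0% DMSO; Incubation: 45 min room-temperature reaction, 5 min colour, 30 min stabiliser; Signal: Phosphate-binding colour reagent, absorbance read at 630 nm.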
* hit, by the source's call; i = inactive; x = no result given; + = active, no number; & = joins results of further samples.

SMILES	MsrA inh	DNMT1 inh	Tb MetRS inh	STEP inh	CSN deneddyl inh	LMPTP inh	NadD block	SUMO1 PPI mod	Rpn11 inh	Scp-1 inhibitor
Nc1nc(N2CCN(c3ccc(F)cc3)CC2)n[nH]1	1.9	2	-0.1	0	-8	-0.2	8	0	i	-3
Cc1cc(NC(=O)CN2CCN(c3cccc(Cl)c3)CC2)no1	0.3	0	0.0	3	-1	-0.4	-4	5	i	-4
CC(C)OC(=O)C(C#N)c1nc2ccccc2nc1N1CCCC1 (configuration not stated)	x	-9	0.8	-1	-2	0.7	-2	-11	i	-2
CC(Sc1nc2ccccc2c(=O)[nH]1)C(=O)O (configuration not stated)	0.2	2	0.3	3	-1	-1.3	-5	5	i	6
CCN(C(=O)c1cc(Cl)ccc1Cl)C1CCS(=O)(=O)C1 (configuration not stated)	0.4	3	-0.4	0	7	-0.2	-1	0	i	-7
COc1ccc(-c2nc3ccc(C)cn3c2Cc2cccc(Cl)c2)cc1OC	1.1	-15	-0.2	3	6	3.4	4	5	i	x
CC(C)(C)c1csc(NNC(=O)c2ccc(Cl)cc2)n1	-0.9	-2	-0.6	2	-5	-1.2	6	2	i	-8
CCOC(=O)c1c(NC(C)=O)sc2c(OC)c(Br)ccc12	0.8	18	-0.1	-2	10	1.6	2	0	i	-3
CN(NC(=O)C(C)(C)C)c1nc(-c2ccccc2)nnc1C(F)(F)F	-0.8	2	-0.3	-2	-8	0.3	4	2	i	-13
CCOC(=O)C1CCCN(C(=O)CCCn2nnnc2CN2CCC(C)CC2)C1 (configuration not stated)	0.0	1	-1.0	-1	-3	-0.1	0	-2	i	10
COc1ccc(F)cc1S(=O)(=O)N1CCc2ccccc2C1	-0.1	2	-0.3	0	-1	1.1	3	0	i	x
Cn1cc([C@@H]2C[C@H]3CN(Cc4cccc(Cl)c4)C(=O)[C@]34CCCN24)c2ccccc21	0.7	-10	-0.5	1	13	0.4	-7	0	+	3
CCC(C)C(NC(=O)C(CC(C)C)NC(=O)C(CO)NC(=O)C1CCC(=O)N1)C(=O)OC (configuration not stated)	-1.7	1	-0.2	-4	2	-4.1	-1	-2	i	9
CNC(=O)c1ccccc1S(=O)(=O)c1ccccc1C#N	-0.4	2	-0.7	2	-1	-1.1	-1	-1	i	2
COc1ccc(C(=O)NC2CC2)cc1OC1CCN(Cc2ccc(SC)cc2)CC1	0.0	-3	-0.2	-3	0	0.3	-7	-7	i	-5
CC1CCN(S(=O)(=O)c2cc(Br)cc(C(=O)NC3=NCCS3)c2)CC1	0.1	-2	-1.1	-1	3	0.3	1	-1	i	-11
COc1ccc(/C=N/n2c(-c3cc(C)[nH]n3)n[nH]c2=S)cc1OC	-0.7	4	-0.5	2	0	-3.0	-2	0	i	1
CCOC(=O)C1=NNC(C(=O)c2ccc(Cl)cc2)C1c1ccc(OC)cc1 (configuration not stated)	0.4	2	-0.8	0	8	0.5	-2	-1	i	-12
CC1CC(C)CN(CCCNC(=O)c2ccc3c(c2)N(Cc2ccccc2)C(=O)c2ccccc2S3=O)C1 (configuration not stated)	-0.5	-4	0.2	-1	4	0.4	-5	-1	i	5
COc1ccccc1NC(=O)Nc1ccc(C)cn1	-1.2	1	-0.9	-1	-1	-0.9	-4	-4	i	-9
NC(=O)NC(CC(=O)NCCCc1ccccc1)c1ccc(Cl)cc1 (configuration not stated)	0.0	0	0.2	-3	0	2.2	-3	0	i	-11
Cc1ccc(S(=O)(=O)N/N=C2/CCCCC2C2CCCCC2)cc1[N+](=O)[O-] (configuration not stated)	-1.3	2	-0.8	3	-7	-1.1	-4	-3	i	-7
O=C1NC2(CCCCC2)C(=O)N1c1ccc(Cl)cc1	0.2	3	-0.9	-1	2	-3.7	-1	4	i	-2
COc1ccccc1OCC(O)CN1CCN(CC(=O)Nc2c(C)cccc2C)CC1 (configuration not stated)	-1.5&-0.9	1&0	0.5&-0.7	-1&-2	0&-2	-1.7&-1.9	-6&0	-5&-5	i	-6&2
COCc1cccc(-c2csc(C(O)c3ccccc3)n2)c1 (configuration not stated)	0.2	4	0.5	0	8	2.0	-7	6	i	x
COC(=O)c1sccc1Oc1c(Cl)cccc1[N+](=O)[O-]	0.4	-2	-0.3	1	-6	0.9	-3	-13	i	-6
CCOc1ccc2nc(NC(=O)CC3Oc4ccccc4NC3=O)sc2c1 (configuration not stated)	1.2	27	0.0	0	4	0.0	-2	-2	i	1
O=C(Nc1ccccc1)[C@@H]1CC=C[C@@H]2CCN(C3CCCCC3)C(=O)[C@@H]21	-0.8	-1	0.2	2	-1	-0.5	3	0	i	1
CCOc1ccc(N(CC(=O)Nc2ccc(C)cc2)S(=O)(=O)c2c(C)[nH]c(=O)[nH]c2=O)cc1	0.2	0	-0.3	-1	-4	-1.6	-3	0	i	-3
CCOC(=O)c1c(C)sc2c1N(C(=O)CCl)c1cc(Cl)ccc1S2	-0.8	33	-0.5	-3	11	0.3	-4	1	i	-4
COc1ccc(-c2nc(CN3CCN(Cc4ccccc4)CC3)c(C)o2)cc1	0.5	0	-0.3	-2	-1	-0.2	-1	1	i	1
Cc1cccc(Cn2c(=O)c3c(nc4n3CCCN4Cc3ccccc3)n(C)c2=O)c1	0.7	-7	0.0	4	-1	4.6	5	1	i	-2
O=C(Nc1ccncc1)C1CCN(S(=O)(=O)c2ccccc2C(F)(F)F)CC1	-0.8	2	-0.3	0	-7	0.6	3	-2	i	1
Cc1ccc(C)n1-c1ccc(C(=O)N/N=C/c2ccncc2)cc1	2.0	-7	0.4	3	-1	3.8	7	-3	i	-5
CCOC(=O)N1CCN(C(=O)c2csc3c2CCCCC3)CC1	0.7	0	-0.1	-1	1	-0.3	-3	-2	i	-3
Nc1nn2c(-c3ccccc3)cc(=O)[nH]c2c1N=Nc1ccc(O)cc1	0.2	-25	0.7	11	0	25	24	4	i	-3
CC(=O)NCCc1csc(-c2ccccc2)n1	-0.6	2	-0.7	-1	-2	-2.0	5	-2	i	-3
CCOc1nc(C#N)nc(N2CCCCC2)n1	0.2	0	-0.2	2	1	0.4	-3	1	i	-3
CC(C)c1nnc(NC(=O)CCC(=O)NCc2ccccc2Cl)s1	-0.4	3	0.0	0	-4	-0.6	-1	-2	i	-5
CC(C(=O)NC1C(=O)N2C(C(=O)O)=C(CSc3nnnn3C)CSC12)n1cc(Cl)cn1 (configuration not stated)	1.7	12	-0.4	4	8	0.1	-4	7	i	27
C=CCN(Cc1ccc(Cl)s1)C(=O)CNC(=O)CNC(=O)c1ccc(Cl)cc1Cl	0.7	-5	0.6	-2	0	0.4	0	3	i	-6
Cc1ccc(NC(=S)NCc2ccccn2)cc1	-0.6	-1	0.3	-3	1	0.3	2	0	i	1
N#C/C(=C(/O)c1cc2ccccc2o1)c1nc2ccccc2s1	-0.1	-7	0.2	-1	2	0.6	5	-20	i	-12
COCc1nc2sc3c(c2c(=O)[nH]1)CCCC3	-1.1	-3	-0.4	0	5	-1.8	1	-1	i	-6
Cc1cc(NC(=O)CSc2n[nH]c(-c3cccs3)n2)no1	1.0	-3	0.0	0	-1	-2.2	-4	0	i	-8
CC(C)N(C(=O)Cc1ccccc1[N+](=O)[O-])C(C)C	1.2	-4	0.2	2	-4	0.2	1	-9	i	3
CCOc1ccc(NC2=CC(=O)C(=O)c3ccccc32)cc1	-0.5	31	-0.1	20	0	5.4	8	-19	i	57*
O=C(NCCCNC1CCCCC1)c1ccc(/C=N/O)nc1	-0.4	-7	-1.7	-5	0	-0.8	2	-6	i	0
CCOc1ccc(S(=O)(=O)N2CCC(C(=O)NCc3ccncc3)CC2)cc1	0.5	1	-0.3	-2	-4	0.0	-2	6	i	-3
CC(C)c1ccc(OCc2ccc(C(=O)N(C)C)o2)cc1	-1.0	0	-0.4	0	2	-1.3	-5	-1	i	-6
CCCCc1nnc(NC(=O)CSc2nc(C)cc(=O)[nH]2)s1	-0.3	3	0.0	-2	5	-2.7	-4	4	i	-1
COCCNC(=O)Cn1ncc2ccsc2c1=O	-0.1	0	-0.3	-3	-5	-3.4	-5	-1	i	-12
CCC(c1n[nH]c(=S)n1-c1ccccc1)N(C)C (configuration not stated)	-0.6	2	-0.5	0	-6	-1.2	-8	-2	i	-2
Cc1ccccc1C(=O)Nc1c(C(=O)N2CCCC2)cnn1-c1ccccc1	0.2	-3	-0.6	-2	-4	-0.4	-4	1	i	-2
CC(C)N(C(=O)c1sc2cc([N+](=O)[O-])ccc2c1Cl)C(C)C	-0.1	-3	-0.2	-2	-1	-1.1	-1	-25	i	-4
CCS(=O)(=O)c1ccc(-c2csc(-c3ccc(Cl)cc3)n2)c(Cl)c1Cl	-0.8	-2	-1.4	5	4	3.1	-2	3	i	-5
Cn1c(SCC(=O)OC2CCCCC2)nnc1-c1ccc(S(=O)(=O)N2CCCC2)cc1	0.2	2	0.5	2	0	-1.2	-2	0	i	-5
Cc1cc(CNC(=O)Nc2ccc3c(c2)OCO3)nn1C	-0.7	3	-1.2	-4	1	-2.2	1	2	i	0
COc1cccc(NC(=O)CN2C(=O)NC(C)(c3ccc(C)cc3)C2=O)c1 (configuration not stated)	1.8	-6	-1.0	-3	-5	0.1	-4	1	i	-5
COCCN1C(=O)N[C@@H](CCc2ccccc2)[C@H](C(C)=O)[C@H]1C	-0.3	1	-0.2	-3	-5	0.1	2	3	i	-6

Gathered by group, the compounds so far with a CF3 group.
SMILES	MsrA inh	DNMT1 inh	Tb MetRS inh	STEP inh	CSN deneddyl inh	LMPTP inh	NadD block	SUMO1 PPI mod	Rpn11 inh	Scp-1 inhibitor
CN(NC(=O)C(C)(C)C)c1nc(-c2ccccc2)nnc1C(F)(F)F	-0.8	2	-0.3	-2	-8	0.3	4	2	i	-13
O=C(Nc1ccncc1)C1CCN(S(=O)(=O)c2ccccc2C(F)(F)F)CC1	-0.8	2	-0.3	0	-7	0.6	3	-2	i	1

Random draw from the library. Share with any hit: about 3.9%.
